Assay outcomes (PubChem BioAssay)
Keap1 Nrf2 FP: Keap1-Nrf2 (human) interaction inhibition; Q14145; Keap1 Kelch-Nrf2 peptide fluorescence polarization, 1536-well; inhibition, % at 9.4 µM; actives 0.15% (n = 340,000); in the data active = inhibition above about 12%; inconclusive = no clear call, values can overlap the other calls; inactive = below about 7.3%;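 also: human Keap1 Kelch domain with fluorescein labeled Nrf2 9mer peptide probe; 0% = neutral control wells and 100% = peptide positive control; higher means more block of Keap1 binding to Nrf2 peptide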
Target sequence (Q14145 whole entry, looked up, the tested form may be a part): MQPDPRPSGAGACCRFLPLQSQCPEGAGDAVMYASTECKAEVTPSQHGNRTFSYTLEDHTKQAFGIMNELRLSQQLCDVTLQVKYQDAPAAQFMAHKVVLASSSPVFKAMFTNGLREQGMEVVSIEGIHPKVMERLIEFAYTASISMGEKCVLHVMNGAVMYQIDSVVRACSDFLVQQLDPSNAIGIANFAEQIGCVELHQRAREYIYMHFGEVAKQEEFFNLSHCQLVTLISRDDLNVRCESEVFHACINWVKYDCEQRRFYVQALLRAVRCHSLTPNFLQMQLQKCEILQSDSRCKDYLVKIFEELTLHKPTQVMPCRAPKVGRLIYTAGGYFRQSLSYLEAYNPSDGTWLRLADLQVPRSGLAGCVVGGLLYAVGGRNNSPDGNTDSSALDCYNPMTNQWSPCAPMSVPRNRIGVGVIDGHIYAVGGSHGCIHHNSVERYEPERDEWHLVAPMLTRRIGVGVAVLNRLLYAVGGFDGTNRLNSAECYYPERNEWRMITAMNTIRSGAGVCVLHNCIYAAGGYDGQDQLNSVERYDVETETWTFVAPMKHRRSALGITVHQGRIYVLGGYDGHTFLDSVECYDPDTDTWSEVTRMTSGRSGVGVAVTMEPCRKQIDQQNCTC
MOR-DOR ag: agonists of human mu-delta opioid receptor heterodimerization; P35372+P41143; cells, OPRM1-OPRD1 heterodimerization, luminescence; activation, % at 9.3 µM; actives 0.3% (n = 340,000); AID 504326; in the data active = activation above about 18%;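 also: 0% = vehicle-treated cells and 100% = reference agonist; values of inactives mirror those of a sister screen read the other way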
LANA DNA inh: inhibitors of KSHV LANA C-terminal domain DNA binding. inhibition, % at 9 µM. AID 504423. MBP-C-LANA/FAM-LBS DNA binding, fluorescence polarization. actives 0.078% (n = 340,000);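 active = highest replicate inhibition at or above 60% at 9 µM, even if other replicates fall short; inactive = all replicates below 60% inhibition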;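 also: 0% = neutral control wells and 100% = 4 µM acridine orange control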
MOR-DOR inv ag: mu-delta opioid heterodimer inverse agonism; P35372+P41143; cell-based MOR-DOR heterodimer luminescence; inhibition, % at 9.3 µM; actives 0.21% (n = 340,000); in the data active = inhibition above about 22%, passing the limit was not always enough;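 also: 0% = cells with DMSO and 100% = wells without cells with DMSO; values of inactives mirror those of a sister screen read the other way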
Pemphigus Ab inh: human desmoglein-3 autoantibody binding inhibition; actives 0.48% (n = 310,000); P32926; AID 588358; binding (percent of control), % at 10 µM; DSG3-coupled beads, scFv-anti-DSG3-GFP binding, flow cytometry; stronger effect = lower value;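 active = binding more than 3 SD below its plate's average and above zero; inconclusive = below that plate limit but binding exactly zero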;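 also: hits lower antibody fragment binding to DSG3; some compounds called inactive have numbers as strong as hits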
Arrestin-AP2 inh: blocks beta-arrestin peptide binding to AP2 adaptin; FITC-arrestin peptide / GST-AP2 beads, flow cytometry; AP2 beta2 appendage carries R879A mutation; inhibition, % at 10 µM; actives 0.31% (n = 340,000); AID 504490;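 active = inhibition above a set limit, near 3 SD of compounds lacking own fluorescence, cut at about 54% in these data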;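 also: plate controls were DMSO wells for no effect and 5 µM unlabelled arrestin peptide for full effect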
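Measured by: flow cytometry, FL1 (488/535 nm); Material: AP2 appendage R879A on GSH beads; Evaluation: percent response; Timing: pre-incubation 12 min, peptide binding 1 h, room temperature; Also added: 50 nM FITC-arrestin peptide; Medium: PBS with 0.05% Tween 20 and 0.1% BSA.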
Cardiac RTF inh: cardiac RTF calcium desensitization; actives 0.12% (n = 340,000); IANBD-labeled cardiac RTF, Ca2+ fluorescence; P19429+P45379; inhibition, % at 7.15 µM;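 active = inhibition above the mean inhibition of all tested compounds plus 3 SD, cut at about 17% in these data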;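 also: assay run at fixed EC70 calcium of 1.6 mM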
cardiac RTF act: increases calcium sensitivity of human cardiac regulated thin filaments; IANBD-labeled TnC RTF fluorescence at EC20 calcium; 0% EC20 calcium, 100% full calcium; activation, % at 7.2 µM; actives 0.24% (n = 340,000); P19429+P45379;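 active = activation above the mean over all tested compounds plus 3 SD, cut at about 30% in these data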;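 also: rise in fluorescence read as greater calcium sensitivity of cardiac thin filaments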
Wnt act: activators of Wnt/beta-catenin signaling; activation, % at 9.35 µM; actives 1.2% (n = 300,000); AID 743398; Wnt/beta-catenin reporter cell assay, activator, plate reader; in the data active = activation above about 30%, passing the limit was not always enough; inconclusive = no clear call, values can overlap the other calls;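 also: 0% = neutral control wells and 100% = positive control wells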
V-ATPase pH: yeast V-ATPase proton transport regulation by pHLuorin; actives 0.37% (n = 350,000); S. cerevisiae, pHLuorin cytosolic pH fluorescence; response, % at 10 µM; in the data active = response mostly above about 7.3%, no sharp cut-off; inactive = mostly below about 5.4%; also: actives read high; inactives centre near 0; some compounds called inactive have numbers as strong as hits; reference of the scale not given here
* marks the source's active call; other numbers are inactive results.

Results for Cc1cc(C)cc(N(C(=O)c2snc(C(N)=O)c2N)C(C(=O)NCC2CCCO2)c2ccc(C)o2)c1 (centres undefined) ?
Keap1 Nrf2 FP: -7; MOR-DOR ag: 1.4; LANA DNA inh: 0.7; MOR-DOR inv ag: -8; Pemphigus Ab inh: 111; Arrestin-AP2 inh: -1; Cardiac RTF inh: -6; cardiac RTF act: 1; Wnt act: -3; V-ATPase pH: 8

Results for O=C(COC(=O)c1ccc([N+](=O)[O-])s1)NCCc1ccccc1 ?
Keap1 Nrf2 FP: -4; MOR-DOR ag: 0.5; LANA DNA inh: -4.2; MOR-DOR inv ag: -2; Pemphigus Ab inh: 92; Arrestin-AP2 inh: 13; Cardiac RTF inh: -5; cardiac RTF act: -1; V-ATPase pH: 4

What do the screens show for `Cc1nc2scc(C)n2c(=O)c1S(=O)(=O)Nc1ccc(N2CCN(C(=O)C(C)C)CC2)cc1`?
Keap1 Nrf2 FP: 1; MOR-DOR ag: -3.0; LANA DNA inh: 0.1; MOR-DOR inv ag: 15; Arrestin-AP2 inh: 0; Cardiac RTF inh: -3; cardiac RTF act: -3; Wnt act: -6; V-ATPase pH: 0

Results for CC(CC(=O)N1CCN(S(=O)(=O)c2ccc([N+](=O)[O-])cc2)CC1)c1ccccc1 (centres undefined) ?
Keap1 Nrf2 FP: -3; MOR-DOR ag: 3.2; LANA DNA inh: 0.8; MOR-DOR inv ag: -13; Arrestin-AP2 inh: 5; Cardiac RTF inh: 3; cardiac RTF act: -2; Wnt act: -1; V-ATPase pH: 0

What do the screens show for `COc1ccc(Cl)cc1C(=O)Nc1ccc2nc3n(c(=O)c2c1)CCCC3`?
Keap1 Nrf2 FP: -3; MOR-DOR ag: 1.6; LANA DNA inh: -2.2; MOR-DOR inv ag: -8; Pemphigus Ab inh: 98; Arrestin-AP2 inh: 15; Cardiac RTF inh: -7; cardiac RTF act: 3; Wnt act: 1; V-ATPase pH: 3

What do the screens show for `COc1ccccc1/C=C1\SC(=S)N(CCC(=O)NC2=NCCS2)C1=O`?
Keap1 Nrf2 FP: inconclusive; MOR-DOR ag: -2.2; LANA DNA inh: 16; MOR-DOR inv ag: 11; Pemphigus Ab inh: 84; Arrestin-AP2 inh: 5; Cardiac RTF inh: -16; cardiac RTF act: 7; Wnt act: 0; V-ATPase pH: -1

How did CCOc1cc(C2C3=C(CC(C)(C)CC3=O)N(CCOC)C3=C2C(=O)CC(C)(C)C3)ccc1O do in these assays?
Keap1 Nrf2 FP: 1; MOR-DOR ag: -3.0; LANA DNA inh: 2.3; MOR-DOR inv ag: 14; Pemphigus Ab inh: 95; Arrestin-AP2 inh: -3; Cardiac RTF inh: -1; cardiac RTF act: -3; Wnt act: 0; V-ATPase pH: -1

How did Cc1cccc(-c2cc3c(nn2)-c2ccccc2C3=O)c1 do in these assays?
Keap1 Nrf2 FP: -1; MOR-DOR ag: -18; LANA DNA inh: -1.2; MOR-DOR inv ag: 88*; Pemphigus Ab inh: 104; Arrestin-AP2 inh: -8; Cardiac RTF inh: 0; cardiac RTF act: 4; Wnt act: -3; V-ATPase pH: 0

How did Cc1nc2ncnn2c(C)c1CCC(=O)O do in these assays?
Keap1 Nrf2 FP: -4; MOR-DOR ag: -2.7; LANA DNA inh: -1.7; MOR-DOR inv ag: 14; Pemphigus Ab inh: 92; Arrestin-AP2 inh: -2; Cardiac RTF inh: -1; cardiac RTF act: -6; Wnt act: -2; V-ATPase pH: 3

Results for CCc1nnc(NS(=O)(=O)c2ccc(NC(=O)c3cccc(OC(F)(F)C(F)F)c3)cc2)s1 ?
Keap1 Nrf2 FP: -1; MOR-DOR ag: 0.5; LANA DNA inh: -0.7; MOR-DOR inv ag: -3; Pemphigus Ab inh: 107; Arrestin-AP2 inh: 17; Cardiac RTF inh: -5; cardiac RTF act: 7; Wnt act: 0; V-ATPase pH: 2

What do the screens show for `c1ccc2c(c1)NC(CN1CCOCC1)CO2` (centres undefined)?
Keap1 Nrf2 FP: -1; MOR-DOR ag: -0.3; LANA DNA inh: -0.4; MOR-DOR inv ag: 1; Pemphigus Ab inh: 103; Arrestin-AP2 inh: 2; Cardiac RTF inh: -3; cardiac RTF act: 4; V-ATPase pH: -2

What do the screens show for `COc1ccc2cc(C(=O)C3CCCN(Cc4ccccn4)C3)ccc2c1` (centres undefined)?
Keap1 Nrf2 FP: -6; MOR-DOR ag: 2.1; LANA DNA inh: -1.7; MOR-DOR inv ag: -11; Pemphigus Ab inh: 109; Arrestin-AP2 inh: 5; Cardiac RTF inh: 3; cardiac RTF act: 8; Wnt act: -2; V-ATPase pH: 5

What do the screens show for `CC1(c2ccccc2)NC(=O)N(CC(=O)Nc2ccc(S(N)(=O)=O)cc2)C1=O` (centres undefined)?
Keap1 Nrf2 FP: -3; MOR-DOR ag: -0.7; LANA DNA inh: 1.2; MOR-DOR inv ag: 4; Arrestin-AP2 inh: 13; Cardiac RTF inh: 6; cardiac RTF act: -4; Wnt act: -1; V-ATPase pH: -1

How did COCCn1c(SCC(=O)N2CCCc3ccccc32)nnc1-c1ccoc1C do in these assays?
Keap1 Nrf2 FP: -6; MOR-DOR ag: -1.9; LANA DNA inh: -0.2; MOR-DOR inv ag: 10; Pemphigus Ab inh: 104; Arrestin-AP2 inh: -8; Cardiac RTF inh: -6; cardiac RTF act: -2; Wnt act: -2; V-ATPase pH: 1

How did CC(=O)Nc1cccc(OC(=O)COc2ccc(Br)cc2)c1 do in these assays?
Keap1 Nrf2 FP: -23; MOR-DOR ag: -0.5; LANA DNA inh: 0.6; MOR-DOR inv ag: 3; Pemphigus Ab inh: 99; Arrestin-AP2 inh: -3; Cardiac RTF inh: 1; cardiac RTF act: 3; V-ATPase pH: -1

How did CN(CC(=O)NNC(=O)c1cccnc1)S(=O)(=O)c1cc(Cl)ccc1Cl do in these assays?
Keap1 Nrf2 FP: 1; MOR-DOR ag: -4.4; LANA DNA inh: 0.4; MOR-DOR inv ag: 21; Pemphigus Ab inh: 104; Arrestin-AP2 inh: -4; Cardiac RTF inh: 4; cardiac RTF act: -4; Wnt act: -1; V-ATPase pH: -1

What do the screens show for `Cc1cc(S(=O)(=O)Nc2ccc3cn[nH]c3c2)c(C)cc1Cl`?
Keap1 Nrf2 FP: 3; MOR-DOR ag: 1.6; LANA DNA inh: -3.2; MOR-DOR inv ag: -9; Pemphigus Ab inh: 105; Arrestin-AP2 inh: 20; Cardiac RTF inh: 6; cardiac RTF act: -9; Wnt act: -3; V-ATPase pH: 1

How did O=C(NC1CCCCCCC1)C1c2ccccc2C(=O)N1Cc1ccco1 (centres undefined) do in these assays?
Keap1 Nrf2 FP: -2; MOR-DOR ag: -2.7; LANA DNA inh: 0.7; MOR-DOR inv ag: 14; Pemphigus Ab inh: 105; Arrestin-AP2 inh: 6; Cardiac RTF inh: -10; cardiac RTF act: 1; V-ATPase pH: 5

How did NCCc1nnc(SCc2ccccc2)o1 do in these assays?
Keap1 Nrf2 FP: -2; MOR-DOR ag: -1.4; LANA DNA inh: -1.5; MOR-DOR inv ag: 6; Pemphigus Ab inh: 101; Arrestin-AP2 inh: -7; Cardiac RTF inh: -3; cardiac RTF act: 4; Wnt act: 1; V-ATPase pH: -4

How did CC12CCC(CC1=O)C2(C)C (centres undefined) do in these assays?
Keap1 Nrf2 FP: -7; MOR-DOR ag: -2.3; LANA DNA inh: -4.4; MOR-DOR inv ag: 12; Pemphigus Ab inh: 105; Arrestin-AP2 inh: 3; Cardiac RTF inh: 6; cardiac RTF act: 5; Wnt act: -1; V-ATPase pH: 0

What do the screens show for `C=CCN(Cc1nc(-c2cc(OC)ccc2OC)oc1C)C1CCS(=O)(=O)C1` (centres undefined)?
Keap1 Nrf2 FP: -4; MOR-DOR ag: 0.5; LANA DNA inh: 0.3; MOR-DOR inv ag: -3; Pemphigus Ab inh: 100; Arrestin-AP2 inh: -5; Cardiac RTF inh: -15; cardiac RTF act: 13; Wnt act: -1; V-ATPase pH: 4

How did O=C(CSc1cccc2cccnc12)Nc1ccccc1F do in these assays?
Keap1 Nrf2 FP: 0; MOR-DOR ag: -0.8; LANA DNA inh: 0.8; MOR-DOR inv ag: 4; Pemphigus Ab inh: 108; Arrestin-AP2 inh: 9; Cardiac RTF inh: -5; cardiac RTF act: 2; Wnt act: 2; V-ATPase pH: 7

Results for Cc1ccc(N(C)S(=O)(=O)c2nnc(NC(=O)c3ccco3)s2)cc1 ?
Keap1 Nrf2 FP: -5; MOR-DOR ag: -1.6; LANA DNA inh: -0.6; MOR-DOR inv ag: 8; Pemphigus Ab inh: 106; Arrestin-AP2 inh: -1; Cardiac RTF inh: -2; cardiac RTF act: 5; Wnt act: 0; V-ATPase pH: -1

Results for COc1cc(Cl)ccc1OCc1cc(C(=O)N2CCN(C)CC2)no1 ?
Keap1 Nrf2 FP: -9; MOR-DOR ag: -3.7; LANA DNA inh: -1.0; MOR-DOR inv ag: 20; Arrestin-AP2 inh: -12; Cardiac RTF inh: 4; cardiac RTF act: 0; Wnt act: 1; V-ATPase pH: 4

What do the screens show for `CCOC(=O)CSC1=C(C#N)C(c2sccc2C)CC(=O)N1` (centres undefined)?
Keap1 Nrf2 FP: -5; MOR-DOR ag: -2.1; LANA DNA inh: -0.8; MOR-DOR inv ag: 12; Pemphigus Ab inh: 101; Arrestin-AP2 inh: -6; Cardiac RTF inh: -4; cardiac RTF act: 0; V-ATPase pH: -2

How did CC(Sc1nc(NCc2ccccc2)nc(N2CCOCC2)n1)C(=O)Nc1ccccc1 (centres undefined) do in these assays?
Keap1 Nrf2 FP: -9; MOR-DOR ag: 4.3; LANA DNA inh: -0.8; MOR-DOR inv ag: -18; Pemphigus Ab inh: 117; Arrestin-AP2 inh: -5; Cardiac RTF inh: 2; cardiac RTF act: 1; V-ATPase pH: 4

How did CCOc1ccc2nc(NC(=O)CSCC(=O)Nc3cc(C)on3)sc2c1 do in these assays?
Keap1 Nrf2 FP: -5; MOR-DOR ag: -1.5; LANA DNA inh: 2.0; MOR-DOR inv ag: 10; Pemphigus Ab inh: 106; Arrestin-AP2 inh: -3; Cardiac RTF inh: 1; cardiac RTF act: 0; Wnt act: inconclusive; V-ATPase pH: 2

How did Cc1cc(C)n2ncc(-c3cccc(Br)c3)c2n1 do in these assays?
Keap1 Nrf2 FP: -1; MOR-DOR ag: 3.7; LANA DNA inh: -0.7; MOR-DOR inv ag: -17; Pemphigus Ab inh: 101; Arrestin-AP2 inh: 6; Cardiac RTF inh: -5; cardiac RTF act: -1; Wnt act: 9; V-ATPase pH: 0
